LGR2 antag – Drosophila LGR2 receptor signaling inhibition; HEK293 LGR2, CRE-luciferase, bursicon-stimulated, 4 h; inhibition, % at 9.99 µM; 0.35% of 380,000 active; AID 720647;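 active = drop in luminescence signal, shown as inhibition above about 50% in the replicate tests, limit read from the data, passing the limit was not always enough; inconclusive = probably only some replicates passing the limit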;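 note: agonist challenge used bursicon conditioned medium at about half maximal strength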
CASP6 VEID inh – caspase-6 (human) enzyme inhibition | P55212 | purified caspase-6, Z-VEID-R110 cleavage fluorescence | inhibition, % at 12.5 µM | 0.53% of 350,000 active;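 active = mean inhibition across replicates at least about 35%, with every replicate also reaching that limit, limit read from the data; inconclusive = only one of the two criteria met; inactive = neither criterion met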;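 note: 0% = median of neutral control wells and 100% = no fluorescence left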
Target sequence (P55212 24-179 limits assumed): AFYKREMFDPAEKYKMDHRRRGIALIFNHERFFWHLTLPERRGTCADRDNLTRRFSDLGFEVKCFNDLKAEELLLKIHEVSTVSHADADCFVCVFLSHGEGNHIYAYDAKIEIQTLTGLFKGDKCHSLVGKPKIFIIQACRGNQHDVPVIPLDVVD
Target sequence (P55212 194-293 limits assumed): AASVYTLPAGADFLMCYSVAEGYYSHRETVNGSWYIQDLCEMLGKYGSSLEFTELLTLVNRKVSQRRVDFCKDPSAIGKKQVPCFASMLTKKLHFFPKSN
Statin myotox sup – suppression of simvastatin myotoxicity. C2C12 myotubes + simvastatin, ATP luminescence, 48 h; scaled: DMSO 0, geranylgeraniol control 100. rescue of ATP level, % at 7.49 µM. 0.78% of 330,000 active. AID 602340;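 active = mean ATP rescue above about 67%, or every replicate alone reaching that limit, limit read from the data, passing the limit was not always enough; inconclusive = no clear call, values can overlap the other calls; inactive = mean under the limit and some replicate under it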;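 note: myotubes were challenged with 10 µM simvastatin during compound exposure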
S100A4 inh HTS – S100A4-myosin IIA interaction inhibition | P26447 | S100A4/TAMRA-MyoIIA peptide fluorescence polarization | inhibition, % at 10.7 µM | 0.14% of 360,000 active;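 active = mean inhibition of at least 70% across replicates, with every replicate also reaching that level; inconclusive = mean inhibition reaches 70% but some replicates fall short; inactive = mean inhibition below 70%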
Target sequence (P26447 whole entry, looked up): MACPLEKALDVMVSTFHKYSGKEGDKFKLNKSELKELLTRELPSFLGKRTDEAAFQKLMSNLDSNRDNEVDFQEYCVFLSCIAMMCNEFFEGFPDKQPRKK
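Assay system: human S100A4 monomer with TAMRA-labelled myosin IIA peptide / Buffer or medium: Calcium-containing HEPES buffer, pH 7.2 / Reagent: TAMRA-labelled myosin IIA heavy-chain peptide probe, 5 nM / Compound: one dose per compound / Timing: polarization read 5 min after assay mix addition, stable 5–60 min / Benchmarks: neutral control DMSO, positive control TFP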
SIRT5 inh – blocks human SIRT5 desuccinylation of peptide | Q9NXA8 | Purified SirT5, succinyl-peptide AMC, trypsin-coupled fluorescence | inhibition, % at 15 µM | 1.1% of 330,000 active; in the data active = inhibition above about 15%; inconclusive = no clear call, values can overlap the other calls
Target sequence (Q9NXA8 whole entry, looked up): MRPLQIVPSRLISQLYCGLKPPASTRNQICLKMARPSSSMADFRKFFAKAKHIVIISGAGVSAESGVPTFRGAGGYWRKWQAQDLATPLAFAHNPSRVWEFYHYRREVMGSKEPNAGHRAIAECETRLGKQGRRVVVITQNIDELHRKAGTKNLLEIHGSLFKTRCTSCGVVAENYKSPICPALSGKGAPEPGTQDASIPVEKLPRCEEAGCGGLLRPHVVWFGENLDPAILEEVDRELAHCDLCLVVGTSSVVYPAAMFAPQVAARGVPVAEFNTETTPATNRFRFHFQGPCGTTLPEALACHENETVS
FN deposit inh – fibronectin deposition inhibition; AH1F fibroblasts, Alexa488-fibronectin deposition fluorescence, overnight; inhibition, % at 12.6 µM; 0.086% of 350,000 active; AID 743247;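 active = mean inhibition across replicates of 30% or more, regardless of how many single replicates reach that level; inconclusive = mean under 30% yet at least half of replicates reach 30%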;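 note: positive control wells lacked labelled fibronectin entirely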
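Assay system: AH1F fibroblasts / Quantity: 10000 cells per well / Medium: DMEM plus 2% serum, read in PBS / Reagent: labelled fibronectin 24 nM / Dosing: single dose, pinned / Times: 1 h cell attachment, overnight exposure to compound and label / Signal: fluorescence, ex 485 nm, em 525 nm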
esBAF inh – SWI/SNF esBAF complex inhibition; mouse ES cells, Bmi1-luciferase knock-in reporter, 24 h; 100% = twice the neutral-well signal; reporter increase, % at 12.5 µM; 2% of 350,000 active; AID 602393; in the data active = activation above about 40%; inconclusive = no clear call, values can overlap the other calls;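 note: 0% = median of the plate's neutral control wells and 100% = double that signal; a rise in the Bmi1 reporter signal indicates esBAF inhibition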
The depositor's hits bear a star; ? = inconclusive; . = not tested or not shown. The list is partial; the hit share may differ from the screen's.

structure | LGR2 antag | CASP6 VEID inh | Statin myotox sup | S100A4 inh HTS | SIRT5 inh | FN deposit inh | esBAF inh
CCN1CCN(S(=O)(=O)c2ccc(F)c(C(=O)Nc3c(F)cc(F)cc3Br)c2)CC1 | 3 | 1 | -13 | 2 | 0 | -3 | 10
CCc1cccc2c(N=O)c(O)[nH]c12 | . | 1 | -3 | -7 | 5 | 1 | -5
COCC#Cc1ccc2c(c1)O[C@@H](CN(C)CC1CCOCC1)[C@H](C)CN([C@@H](C)CO)S2(=O)=O | -6 | 2 | -68 | 14 | -1 | . | -5
COc1ccc(C(=O)NC2CCN(C(=S)Nc3ccccc3)CC2)cc1 | 11 | 1 | . | 9 | -1 | 14 | .
CCOc1ccc(N(C(C)C(=O)N/N=C(\C)c2cccc(NC(=O)c3ccccc3)c2)S(C)(=O)=O)cc1 (stereo not given) | 5 | . | 12 | . | . | . | 12
COc1ccc(-n2nc3c(c2NC(=O)COc2ccccc2)CS(=O)C3)cc1 (stereo not given) | -6 | 3 | -2 | 0 | 0 | -4 | -9
CC(C)OP(=O)(c1ccc(N(C)C)cc1)C(O)c1ccc(C(C)C)cc1 (stereo not given) | -18 | 5 | 1 | -5 | -3 | -8 | -1
CO[C@H]1CN(C)C(=O)c2ccc(NC(C)=O)cc2OC[C@@H](C)N(C(=O)C2CCCCC2)C[C@H]1C | -10 | 2 | 9 | -4 | 3 | 0 | 0
CCCNC(=O)N1C[C@@H](C)[C@@H](OC)CN(C)C(=O)c2ccc(NC(C)=O)cc2OC[C@H]1C | 5 | 2 | 7 | -35 | -6 | 5 | 0
Cc1cccc(C)c1-n1nnnc1C1(C)CCC(=O)N1CCCn1ccnc1 (stereo not given) | 10 | 2 | . | 0 | 1 | 13 | .
C=CCOc1ccc(/C=C/C(=O)OCC(=O)NNC(=O)c2ccccc2F)cc1 | 4 | -1 | 5 | 18 | -1 | 0 | -9
COCCNc1nnc(SCC(=O)N(C)c2c(N)n(Cc3ccccc3)c(=O)[nH]c2=O)s1 | 2 | 2 | -2 | -6 | -3 | -1 | -6
Cc1ccc(-c2ccc(=O)n(CC(=O)N3CCN(c4cc(Cl)ccc4C)CC3)n2)cc1 | 32 | -1 | 15 | -8 | 1 | . | 4
C[C@@H]1CN([C@H](C)CO)C(=O)c2cc(C3=CCCC3)cnc2O[C@H]1CN(C)C(=O)c1ccccc1 | 4 | 0 | 5 | -8 | 2 | . | 3
C[C@H]1CN([C@@H](C)CO)C(=O)c2cccc(NC(=O)Nc3ccc4c(c3)OCO4)c2O[C@@H]1CN(C)Cc1ccccc1 | 6 | 3 | . | -1 | 7 | . | .

(next part)
structure | LGR2 antag | CASP6 VEID inh | Statin myotox sup | S100A4 inh HTS | SIRT5 inh | FN deposit inh | esBAF inh
COCCCNC(=O)c1ccccc1Sc1ccc(NC(C)=O)nc1 | . | -3 | 1 | 3 | -2 | 4 | -3
Cc1ccc(-n2nnc(-c3nccn3C)n2)cc1 | ? | -3 | -16 | -2 | . | 2 | -58
O=C(COc1cc2oc(=O)cc(-c3ccccc3)c2cc1Cl)NCCN1CCOCC1 | -13 | 0 | 12 | -8 | -3 | -2 | -3
COc1ccc(C=CC(O)CCN2CCC3CCC(C3)C2)cc1 (stereo not given) | . | 2 | -9 | 3 | . | -1 | -5
COc1cc(/C=C/C(=O)c2ccc3c(c2)OCCO3)cc(Br)c1OCC(=O)N(C)C | 60* | 8 | 18 | 2 | -1 | -9 | -11
C[C@@H]1CN([C@@H](C)CO)C(=O)c2cc(NC(=O)c3ccncc3)ccc2O[C@H]1CN(C)C(=O)Nc1cccc2ccccc12 | -1 | 6 | 31 | 8 | -4 | . | 1
CNC[C@H]1Oc2cc(-c3cncnc3)ccc2S(=O)(=O)N([C@@H](C)CO)C[C@@H]1C | 6 | -2 | -8 | -12 | 2 | -8 | -1
COc1cc2c(cc1OC)CC1(CCCCC1)N=C2 | -23 | -4 | -4 | 3 | -15 | . | -8
CCn1c(CNC(=O)c2ccc(Cl)cc2)nnc1SCC(=O)NC1=NCCS1 | 6 | 0 | 10 | 0 | . | 0 | 0
CCn1nc(C)c(NC(=O)c2cc(Br)ccc2Cl)c1C | -3 | 1 | 3 | -2 | -1 | . | -11
Cc1ccc(S(=O)(=O)N(Cc2cccnc2)Cc2cc3ccccc3[nH]c2=O)cc1 | 13 | 1 | -3 | 1 | -4 | 3 | 2
Cc1ccc2nc(SCC(=O)Nc3oc(C)c4c(C)n[nH]c(=O)c34)[nH]c2c1 | -2 | 4 | -3 | -6 | 3 | -9 | -10
Cc1nc2nc(SCC(=O)Nc3cccc(F)c3)[nH]c2cc1Br | -5 | -1 | . | -3 | -2 | 4 | .
Cc1cc(C)c(S(=O)(=O)NC2CC(C)(C)NC(C)(C)C2)cc1Br | -2 | 0 | -41 | 2 | 1 | -3 | 9
c1cnc2nc(-c3ccc4c(c3)OCO4)cn2c1 | -2 | -1 | -2 | 0 | -1 | -4 | ?

Next section:
structure | LGR2 antag | CASP6 VEID inh | Statin myotox sup | S100A4 inh HTS | SIRT5 inh | FN deposit inh | esBAF inh
COc1ccc(CC(=O)Nc2cccc(C)n2)cc1OC | -10 | 0 | . | -5 | 0 | . | .
COc1ccccc1NC(=O)Cc1nnc(SCC(=O)NC2CCCCC2)n1C | -6 | 0 | 10 | 1 | -2 | 14 | 2
Cc1ccc(-c2nnn(CCC(=O)NC3CCCC3)n2)cc1 | ? | . | 2 | . | . | . | 12
N/C(=N\OC(=O)c1ccc([N+](=O)[O-])cc1)c1ccccn1 | . | -2 | . | 6 | 1 | 0 | .
CCCCNC(=O)C1(C)CCCCN1C(=O)c1c(C)noc1C (stereo not given) | -8 | 0 | -6 | 4 | . | -3 | 4
O=C(NCC1CCCO1)C1CCCN(S(=O)(=O)c2ccc(Cl)cc2)C1 (stereo not given) | -5 | 3 | 58 | 0 | 1 | 1 | -1
COc1cccc(-c2cnc3c(c2)C(=O)N([C@@H](C)CO)C[C@@H](C)[C@@H](CN(C)C(C)=O)O3)c1 | 0 | 1 | -2 | -1 | 0 | -4 | 0
CCOc1cc(/C=N/N=C/c2ccc(O)c(OCC)c2)ccc1O | -4 | -2 | 16 | -4 | 0 | 2 | 5
C=CCN(c1ccc(C(=O)OC)cc1)S(=O)(=O)c1ccccc1 | 20 | 4 | . | 3 | -1 | -5 | .
C[C@@H]1CN([C@@H](C)CO)S(=O)(=O)c2ccc(/C=C/c3ccccc3)cc2O[C@H]1CN(C)Cc1ccc(C(=O)O)cc1 | 10 | 2 | -9 | 3 | ? | . | -7
O=C(Cn1cnc2cc([N+](=O)[O-])ccc2c1=O)Nc1ccccc1-c1ccccc1 | 2 | -1 | 18 | 0 | -5 | -4 | 1
O=C(OCN1C(=O)c2ccccc2C1=O)c1cccc(S(=O)(=O)N2CCOCC2)c1 | 19 | 0 | 12 | -5 | -5 | 2 | -5
C[C@@H]1CN([C@H](C)CO)C(=O)c2cc(-c3ccc(C#N)cc3)cnc2O[C@H]1CN(C)Cc1cncnc1 | 4 | 2 | 12 | 0 | -13 | -12 | -4
CC(C)CC#Cc1ccc([C@H]2[C@@H](CO)N3C(=O)CN(C(=O)NC4CCCC4)C[C@H]23)cc1 | -14 | 0 | . | -28 | 1 | -8 | .
CC(NCc1ccc(S(N)(=O)=O)cc1)C(=O)N1c2ccccc2CC1C (stereo not given) | 2 | 1 | 17 | -2 | -8 | 4 | 0

Following part.
structure | LGR2 antag | CASP6 VEID inh | Statin myotox sup | S100A4 inh HTS | SIRT5 inh | FN deposit inh | esBAF inh
OCC1OC(Oc2c[nH]c3ccccc23)C(O)C(O)C1O (stereo not given) | . | 8 | 6 | -1 | -1 | -6 | 8
COc1ccccc1NC(=O)C1CCCN1S(=O)(=O)c1ccc(Cl)cc1 (stereo not given) | 11 | -6 | 5 | -1 | -1 | 2 | -4
C[C@H]1CN([C@@H](C)CO)C(=O)c2cc(NS(C)(=O)=O)ccc2O[C@H]1CN(C)Cc1ccc(-c2ccccc2)cc1 | -7 | -1 | -6 | 3 | -1 | 14 | -1
O=C(Nc1cccc(O)c1)c1cc(-c2ccccc2Cl)on1 | 40 | 1 | 11 | -9 | -4 | -5 | -8
COCC(=O)Nc1ccc2c(c1)C(=O)N(C)C[C@@H](OC)[C@H](C)CN(C(C)=O)[C@@H](C)CO2 | 9 | -4 | 7 | 5 | -1 | . | 1
C[C@H](CO)N1C[C@H](C)[C@H](CN(C)C(=O)Nc2ccc(F)cc2)Oc2ncc(-c3cccnc3)cc2C1=O | 9 | 0 | -24 | 5 | 3 | . | -4
COc1ccc(N2CCCC2=O)cc1S(=O)(=O)N1CCOCC1 | 13 | -1 | -16 | -4 | . | 4 | 2
O=c1c2cc(Br)ccc2nc(-c2ccc(Cl)cc2)n1O | 6 | 0 | -9 | 3 | 1 | -2 | -1
COc1cc(CCC(=O)OCC(=O)Nc2ccc(F)c(F)c2F)cc(OC)c1OC | -1 | -8 | 4 | -4 | 0 | -4 | -2
N[C@@H](Cc1ccc(F)cc1)C(=O)O | . | 3 | 0 | -6 | 1 | -3 | -5
CCCCn1c(-c2cccc(F)c2)nc2c1c(=O)[nH]c(=O)n2CC(C)C | -8 | -4 | -12 | -2 | -1 | 21 | -11
Cc1nc2c(-c3ccc(F)cc3)c(C)nn2c(C)c1CCC(=O)Nc1ccccc1 | -6 | -1 | . | -3 | -4 | 2 | .
Brc1ccccc1-c1nnc(CSc2nnnn2-c2ccccc2)o1 | 2 | . | 14 | -5 | 0 | . | 21
C[C@H]1CN([C@@H](C)CO)C(=O)c2cccc(NC(=O)Nc3ccccc3)c2O[C@H]1CN(C)Cc1ccc(C(=O)Nc2ccccc2N)cc1 | 23 | . | 19 | -38 | 4 | . | 0
Cc1ccc(C2CC(c3cccs3)n3nc(N)nc3N2)cc1 (stereo not given) | . | . | 3 | . | . | -11 | 5

(list continues)
structure | LGR2 antag | CASP6 VEID inh | Statin myotox sup | S100A4 inh HTS | SIRT5 inh | FN deposit inh | esBAF inh
CC=Cc1ccc2n(c1=O)C[C@@H]1[C@@H](CO)[C@H](C(=O)NCCc3cn(C)cn3)N(C(=O)C3CCC3)[C@H]21 (mixture of isomers) | -23 | -4 | -9 | 2 | -2 | . | -2
O=C(N[C@@H]1CC[C@@H](CCNS(=O)(=O)c2cccc(Cl)c2)O[C@H]1CO)c1ccc(F)cc1 | -7 | 2 | 3 | -3 | -4 | 3 | 8
C[C@@H]1CCCCO[C@@H](CN(C)C(=O)Nc2ccccc2)[C@H](C)CN([C@@H](C)CO)C(=O)c2cc(NC(=O)c3ccncc3)ccc2O1 | 12 | 0 | . | 0 | 1 | -6 | 7
C#CCOCCOCCOCCNc1nc(N2CCN(C(=O)[C@H]([C@@H](C)CC)n3cc(CCCCN)nn3)CC2)nc(N2CCN(C(=O)[C@H](CCCCN)n3cc(CCC(=O)O)nn3)CC2)n1 | 4 | -5 | -7 | 0 | -3 | 2 | -3
CN(C)c1cccc(NC(=O)C2Cc3c(-c4ccc(Cl)cc4)ccnc3O2)c1 (stereo not given) | 0 | -2 | 5 | -1 | . | 17 | -4

3 compounds from above, sorted by heavy-atom count, descending:
structure | LGR2 antag | CASP6 VEID inh | Statin myotox sup | S100A4 inh HTS | SIRT5 inh | FN deposit inh | esBAF inh
C[C@@H]1CCCCO[C@@H](CN(C)C(=O)Nc2ccccc2)[C@H](C)CN([C@@H](C)CO)C(=O)c2cc(NC(=O)c3ccncc3)ccc2O1 | 12 | 0 | . | 0 | 1 | -6 | 7
CC=Cc1ccc2n(c1=O)C[C@@H]1[C@@H](CO)[C@H](C(=O)NCCc3cn(C)cn3)N(C(=O)C3CCC3)[C@H]21 (mixture of isomers) | -23 | -4 | -9 | 2 | -2 | . | -2
Cc1ccc(C2CC(c3cccs3)n3nc(N)nc3N2)cc1 (stereo not given) | . | . | 3 | . | . | -11 | 5

Bioassay records deposited in PubChem by Broad Institute.
